Compound activity as filed in PubChem.
EWS-Fli inh: EWS/Fli-driven NR0B1 reporter inhibitors, primary screen, A673 cells, NR0B1 luciferase, luminescence, MLPCN library. viability-normalised. inhibition, % at 12.6 µM. 350,000 tested, 0.67% active. AID 651661, 2012;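 active = mean inhibition of at least 50% after viability correction, with every replicate also passing that limit; inconclusive = mean reaches 50% but only one of two replicates passes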;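 also: firefly luciferase signal divided by Alamar Blue viability fluorescence both relative to DMSO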
RAD52 inh: RAD52 DNA annealing inhibitors, primary screen, biochemical, FRET, single point, set 2; DNA repair protein RAD52 homolog (Homo sapiens), P43351; recombinant RAD52 DNA annealing, FRET fluorescence; inhibition, % at 18.7 µM; 360,000 tested, 0.46% active; AID 651710, 2012;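 active = every replicate showing at least 50% inhibition; inconclusive = mean inhibition at least 50% but not in every replicate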
Target sequence (P43351 whole entry, looked up): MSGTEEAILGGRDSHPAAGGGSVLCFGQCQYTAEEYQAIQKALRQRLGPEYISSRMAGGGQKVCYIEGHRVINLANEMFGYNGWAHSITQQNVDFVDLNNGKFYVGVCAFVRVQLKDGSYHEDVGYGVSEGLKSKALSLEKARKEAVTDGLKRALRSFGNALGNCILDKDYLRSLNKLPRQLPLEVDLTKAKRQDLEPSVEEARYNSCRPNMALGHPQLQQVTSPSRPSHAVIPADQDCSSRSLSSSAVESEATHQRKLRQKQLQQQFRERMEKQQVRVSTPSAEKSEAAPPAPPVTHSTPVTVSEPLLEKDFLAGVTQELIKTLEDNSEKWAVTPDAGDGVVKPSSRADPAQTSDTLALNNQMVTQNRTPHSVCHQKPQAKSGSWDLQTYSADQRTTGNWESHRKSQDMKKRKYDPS
E-selectin induc: E-selectin induction in HUVECs, primary screen, imaging, HUVEC, immunofluorescence imaging, single point; normalized: neutral wells 0, TNF-alpha wells 100; activation, % at 7.58 µM; 260,000 tested, 0.37% active; AID 686992, 2013;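 active = mean E-selectin-positive cell signal at least 10% of the positive control, reached in at least 60% of replicates, without over 20% cell loss; inconclusive = no rule given, readout overlaps actives, possibly toxicity-flagged; inactive = the rest, including those meeting only one limit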;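 also: in these data hits start at about 27%; measured in HUVEC primary endothelial cells; signal is the percent of cells scored E-selectin positive by PE staining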
Target sequence (P16581 whole entry, looked up): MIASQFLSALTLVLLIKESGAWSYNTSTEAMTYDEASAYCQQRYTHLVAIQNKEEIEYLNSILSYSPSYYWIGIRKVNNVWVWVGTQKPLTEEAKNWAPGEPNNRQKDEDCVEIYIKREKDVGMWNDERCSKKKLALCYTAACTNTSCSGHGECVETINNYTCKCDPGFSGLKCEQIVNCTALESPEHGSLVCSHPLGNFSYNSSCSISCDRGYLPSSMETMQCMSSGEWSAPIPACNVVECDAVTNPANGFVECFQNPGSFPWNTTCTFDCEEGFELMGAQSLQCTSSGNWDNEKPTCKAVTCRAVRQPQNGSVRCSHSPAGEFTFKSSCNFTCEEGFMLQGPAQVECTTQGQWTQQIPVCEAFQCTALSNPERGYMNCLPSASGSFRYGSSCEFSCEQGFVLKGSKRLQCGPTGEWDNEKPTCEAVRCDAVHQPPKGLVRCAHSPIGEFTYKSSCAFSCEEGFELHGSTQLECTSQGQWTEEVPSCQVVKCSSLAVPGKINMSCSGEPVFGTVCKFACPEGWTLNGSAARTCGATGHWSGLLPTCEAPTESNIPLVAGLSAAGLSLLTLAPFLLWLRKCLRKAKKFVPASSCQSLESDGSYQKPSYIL
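Test system – human umbilical vein endothelial cells (HUVEC), E-selectin induction · Input – 3,000 HUVEC seeded per well · Buffer or medium – EGM-2, gelatin · Compound dosing – single-point compound dose · Detection – immunofluorescence imaging · Measure – percent E-selectin-positive cells · Controls – TNF-alpha high, DMSO low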
FN deposition inh: inhibitors of fibronectin matrix deposition, primary screen, AH1F cells, Alexa488-fibronectin fluorescence, plate reader; 350,000 tested, 0.086% active; inhibition, % at 12.6 µM; AH1F fibroblasts, overnight;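 active = mean inhibition across replicates of 30% or more, regardless of how many single replicates reach that level; inconclusive = mean under 30% yet at least half of replicates reach 30%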;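 also: positive control wells lacked labelled fibronectin entirely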
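Material: AH1F fibroblast monolayer depositing Alexa488-labelled fibronectin into matrix | Input: 10000 AH1F cells/well | Medium: DMEM plus 2% serum, read in PBS | Reagent: Alexa488-fibronectin, 24 nM final in well | Compound dosing: One dose per compound, pinned | Schedule: 1 h adhesion, overnight exposure | Measured by: Fluorescence at 485 nm excitation, 525 nm emission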
RAD54 branch: inhibitors of human RAD54 branch migration, primary screen, biochemical, fluorescence, single point | RAD54 Holliday junction branch migration, FAM/BHQ fluorescence | DNA repair and recombination protein RAD54-like (Homo sapiens), Q92698 | inhibition, % at 10.4 µM | 360,000 tested, 0.14% active;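 active = mean normalized replicate activity at least 40 and at least half of replicates scoring 40 or more; inconclusive = only one of the two criteria met; inactive = mean below 40 and under half of replicates reaching 40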;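 also: 0% = median of neutral control wells and 100% = median of positive control wells; inhibitors cause a drop in the FAM fluorescence signal; in these data hits start at about 50%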
XiGFP reactiv: activators of inactive X chromosome reactivation, primary screen, imaging, XiGFP fibroblasts, GFP high-content imaging, set 2; 360,000 tested, 0.055% active; AID 743238, 2013; activation, % at 7.58 µM; XiGFP mouse fibroblasts, % GFP-positive cells imaging, 3 d; cells co-treated with 5-aza-dC sensitizer; scaled so ellipticine positive control = 100%;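 active = mean normalized replicate activation at least 10% and every replicate at or above 10%; inconclusive = only one of the two criteria met; inactive = mean below 10% and not all replicates reach 10%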;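 also: 0% = median of on-plate neutral control wells and 100% = ellipticine 6 µM median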
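Material: XiGFP fibroblasts, SV40-immortalized. Buffer or medium: DMEM plus 5-aza-dC sensitizer. Compound: single concentration per compound, delivered by pin transfer. Times: 3 days compound exposure. Controls: ellipticine 6 µM.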
S100A4 MyoIIA: inhibitors of S100A4-myosin IIA peptide binding, primary screen, biochemical, fluorescence polarization, TAMRA-MyoIIA peptide. inhibition, % at 10.7 µM. 360,000 tested, 0.14% active. AID 652163, 2013;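 active = mean inhibition of at least 70% across replicates, with every replicate also reaching that level; inconclusive = mean inhibition reaches 70% but some replicates fall short; inactive = mean inhibition below 70%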
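Compound dosing: one dose per compound; test system: human S100A4 monomer with TAMRA-labelled myosin IIA peptide; probe or stimulus: TAMRA-labelled myosin IIA heavy-chain peptide probe, 5 nM; medium: HEPES buffer with Ca2+, pH 7.2; schedule: 5 min incubation before reading; benchmarks: neutral control DMSO, positive control TFP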
esBAF inh: Bmi1 luciferase reporter increase in mESCs, primary screen, esBAF inhibitor project, mouse ES cells, Bmi1 luciferase knock-in, single point; 24 h; 100% = twice the neutral-well signal; reporter increase, % at 12.5 µM; 350,000 tested, 2% active; AID 602393, 2012; in the data active = activation above about 40%; inconclusive = no clear call, values can overlap the other calls;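 also: 0% = median of the plate's neutral control wells and 100% = double that signal; a rise in the Bmi1 reporter signal indicates esBAF inhibition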
* = called active by the depositor; ? = inconclusive; . = not tested or not shown; & = joins results of further samples.

SMILES	EWS-Fli inh	RAD52 inh	E-selectin induc	FN deposition inh	RAD54 branch	XiGFP reactiv	S100A4 MyoIIA	esBAF inh
NS(=O)(=O)c1ccc(NC(=O)COC(=O)CCC2CCCC2)cc1	-3.0	-20.1	2.9	2.8	-1.5	-0.1	-3.9	-5.7
CCN(CC)CCn1c2c(c(SCC(=O)NCc3ccccc3)nc1=O)CCCC2	2.1	-7.5	-1.2	-0.4	11.8	-0.3	-1.4	.
O=C(c1cc2cc(Cl)ccc2[nH]1)N1CCN(c2ccccc2F)CC1	8.0	-12.8	.	-4.7	-11.6	0.0	-1.0	-17.3
CN(C1=NS(=O)(=O)c2ccccc21)c1ccc(OC(=O)c2ccccc2)cc1	9.3	-15.6	.	-9.4	-7.7	0.0	-5.7	-0.8
COc1ccc(NC(=O)Nc2cccc3c2O[C@@H](CN(C)Cc2ccc(-c4ccccc4)cc2)[C@@H](C)CN([C@H](C)CO)C3=O)cc1	4.9	-18.1	0.1	.	5.1	0.1	-0.3	5.2
Cc1c(Cl)cccc1NC(=O)COC(=O)c1c2c(nc3ccccc13)CCN(Cc1ccccc1)C2	-6.7	-118.3	1.6	-0.4	.	1.8	-2.6	.
CC1CC(=O)Nc2ccccc2N1C(=O)Nc1ccc(F)cc1 (stereo not given)	2.7	-2.5	0.0	2.6	1.1	0.1	5.7	.
CO[C@H]1CN(C)C(=O)c2ccc(NC(=O)Nc3cc(Cl)cc(Cl)c3)cc2OC[C@@H](C)NC[C@@H]1C	13.1	52.4*	-0.1	1.3&2.3	-1.3	0.2&0.2	-8.2	-4.7
C[C@@H]1CCCCO[C@@H](CN(C)C(=O)CCC(F)(F)F)[C@@H](C)CN([C@H](C)CO)C(=O)c2cc(NC(=O)Nc3ccc4c(c3)OCO4)ccc2O1	0.9	-3.0	0.2	.	-19.5	0.0	10.8	-1.1
COc1ccc(NC(C)=O)cc1NC(=O)c1ccc(Cl)cc1	-2.5	0.7	.	7.5	-1.3	0.2	0.9	-6.4
O=C(COC(=O)C12CC3CC(CC(Cl)(C3)C1)C2)Nc1ccc2[nH]c(=O)[nH]c2c1	-2.6	4.1	-0.1	2.4	2.6	0.6	-5.5	-0.3
CN(C)C(=O)c1ccc(-c2ccccc2[C@H]2[C@@H](C#N)N(C(=O)C3CCCC3)[C@H]2CO)cc1	6.4	-12.4	0.2	10.4	.	0.2	8.5	.
Nc1ccccc1Sc1ccc(C(F)(F)F)cc1[N+](=O)[O-]	-5.7	-9.8	-0.1	-13.6	-5.5	?	-3.1	.
O=C(CCCOc1ccccc1)NN1C(=O)NC2(CCCCC2)C1=O	1.1	-7.3	0.5	3.8	-15.0	-0.1	7.4	-0.6
COc1cc2ccc(C(C)=NOC(C)=O)cc2cc1OC	-24.5	-7.7	0.6	.	-2.5	-0.1	-4.7	.
C[C@@H]1CN([C@H](C)CO)C(=O)c2cc(C#CC3(O)CCCC3)cnc2O[C@H]1CN(C)S(=O)(=O)c1cccc(F)c1	-0.5	13.5	-0.1	5.2	-4.0	0.2	-22.3	2.2
CCCc1nnc(SCC(=O)N2C(C)CCCC2C)n1CC (stereo not given)	2.9	-16.4	4.9	-3.5	.	-0.1	-15.5	.
O=C(Nc1ccccc1C(=O)O)c1cc(S(=O)(=O)N2CCOCC2)c(Br)s1	-2.7	-9.5	.	-2.1	5.2	0.2	-3.3	.
CCC(CC)c1nn2c(N)c(/C=C3\C(C)=Nc4ccccc43)c(=O)nc2s1	11.7	-108.0	-0.1	-1.7	0.8	-0.1	-1.3	.
COCCN(C(=O)COC(=O)c1ccc(C)s1)c1c(N)n(Cc2ccccc2)c(=O)[nH]c1=O	6.9	-1.9	2.1	-2.3	4.1	0.0	-29.8	1.7

Molecules listed so far that have a thiophene ring, fused or not:
SMILES	EWS-Fli inh	RAD52 inh	E-selectin induc	FN deposition inh	RAD54 branch	XiGFP reactiv	S100A4 MyoIIA	esBAF inh
O=C(Nc1ccccc1C(=O)O)c1cc(S(=O)(=O)N2CCOCC2)c(Br)s1	-2.7	-9.5	.	-2.1	5.2	0.2	-3.3	.
COCCN(C(=O)COC(=O)c1ccc(C)s1)c1c(N)n(Cc2ccccc2)c(=O)[nH]c1=O	6.9	-1.9	2.1	-2.3	4.1	0.0	-29.8	1.7

Further compounds:
SMILES	EWS-Fli inh	RAD52 inh	E-selectin induc	FN deposition inh	RAD54 branch	XiGFP reactiv	S100A4 MyoIIA	esBAF inh
O=C(Nc1ccccc1F)N[C@H]1CC[C@H](CCNS(=O)(=O)c2ccc(F)cc2)O[C@H]1CO	-3.9	20.0	0.2	-2.8	-6.6	-0.6	3.4	6.2
COc1ccc(/C(C)=N/N2C(C)CCCC2C)c(OC)c1 (stereo not given)	13.8	-10.0	0.1	-9.0	2.2	0.0	-3.4	-12.5
O=C(NCCc1ccccc1)C1CCN(Cc2cccc3ccccc23)CC1	13.8	-11.0	.	1.0	8.6	0.0	-4.6	-5.7
C[C@@H]1CCCCO[C@H](CN(C)C(=O)C2CCCCC2)[C@@H](C)CN([C@H](C)CO)C(=O)c2cc(NC(=O)Nc3cccc4ccccc34)ccc2O1	6.4	14.8	0.7	.	-0.3	0.2	10.4	-0.5
Cc1ccc(SCC(=O)Nc2cc([N+](=O)[O-])ccc2O)cc1	-7.6	-1.3	.	.	.	0.0	-2.6	.
C[C@@H]1CN([C@@H](C)CO)C(=O)Cc2cc(NC(=O)CCC(F)(F)F)ccc2O[C@@H]1CN(C)Cc1ccc(C(=O)Nc2ccccc2N)cc1	19.1	4.7	.	-10.1	-3.4	-0.3	-9.1	-2.0
COc1ccc(CCNC(=O)CSc2ccccn2)cc1OC	-4.3	-4.3	.	.	.	0.6	6.4	.
COc1ccc(OCc2cc(C(=O)N3CCCC(OC)C3)no2)c2ccccc12 (stereo not given)	-90.8	-12.3	-1.4	-2.8	-9.0	0.2	-4.4	37.6
CCOC(CNC(=O)CN1C(=O)COc2ccc(S(=O)(=O)N3CCOCC3)cc21)OCC	.	3.3	.	11.7	6.3	-0.1	-2.9	-0.3
CCN(CC(=O)NCc1cccs1)C(=O)c1ccc([N+](=O)[O-])o1	0.1	1.6	.	.	-20.5	0.0	-2.0	-6.7
CC(C)CC1(C)NC(=O)N(CC(=O)Nc2ccc(F)c(F)c2F)C1=O (stereo not given)	0.2	-4.8	0.9	-1.5	-2.9	0.2	-0.2	-4.8
CC(C)Oc1ccc(CCNC(=O)C2CCC(=O)N(Cc3cccc(F)c3)C2)cc1 (stereo not given)	-24.2	-4.6	.	-7.3	-10.1	0.0	2.9	5.0
COc1cc(OC)cc(C(=O)OC(C)C(=O)NC2CCCc3ccccc32)c1 (stereo not given)	8.5	-0.6	0.3	.	-5.6	0.2	-1.6	-8.9
Cc1ccc(S(=O)(=O)N2CCC(C(=O)C3C(=O)CCCC3=O)CC2)cc1	5.0	-18.7	.	11.7	.	0.0	-0.5	.
CCOc1cc(/C=C2\CCn3c2nc2cc(Cl)ccc2c3=O)ccc1O	25.1	-0.2	.	-11.6	-11.3	0.1	5.4	10.3
COc1cc2c(c(OC)c1OC)C(c1ccc3c(c1)OCO3)CC(=O)O2 (stereo not given)	6.5	0.8	-6.5	12.6	1.0	-0.1	4.7	-2.3
O=C(O)c1cccc(NC2=C(n3nnc4ccccc43)C(=O)c3ccccc3C2=O)c1	-37.6	-15.5	.	5.4	.	-0.2	-7.7	7.3
CCC(=O)N1[C@H](CO)[C@@H](c2ccccc2)C12CN(C(=O)Nc1cccc(OC)c1)C2	3.9	-21.4	-0.4	.	.	0.1	-28.4	.
CN(C)CCCN(CCCNC(=O)/C=N/O)Cc1ccccc1	4.4	23.3	1.1	4.2	.	0.0	-4.4	.
COc1cccc(S(=O)(=O)N[C@H]2C=C[C@H](CC(=O)NCc3ccc(Cl)cc3)O[C@H]2CO)c1	-5.0	5.7	0.3	.	.	-0.5	1.4	.
O=C(Nc1ccncc1)c1cc(C2CCCCN2C(=O)CCc2ccccc2)on1 (stereo not given)	4.7	-13.4	0.0	-2.8	-10.0	0.2	-2.0	8.4
CCNC(=O)[C@H]1[C@H](CO)[C@H]2Cn3c(ccc(-c4ccccc4OC)c3=O)[C@H]2N1CC	-11.5	2.7	0.3	.	-4.9	0.2	1.7	-3.6
C[C@@H]1CN([C@@H](C)CO)C(=O)Cc2cc(NC(=O)Cc3ccccc3)ccc2O[C@H]1CN(C)Cc1ccncc1	-4.7	3.8	-21.2	.	-0.4	0.1	0.2	-0.3
CN(C)C(=O)C[C@@H]1CC[C@@H]2[C@H](COc3ccc(NS(=O)(=O)c4cccc(F)c4)cc3C(=O)N2C)O1	6.5	-4.7	0.2	-0.9	-10.5	0.2	2.9	-5.5
Nc1[nH]c(C(=O)c2ccccc2)c(-c2cccc(C(F)(F)F)c2)c1C(=O)c1c[nH]c2ccccc12	0.8	0.8	0.0	-9.4	.	-0.1	-18.3	.
C/C=C/c1cnc2c(c1)C(=O)N([C@@H](C)CO)C[C@@H](C)[C@H](CN(C)Cc1cncnc1)O2	1.1	5.2	0.0	21.2	-1.6	0.1	-0.2	-4.0
COC(=O)c1ccccc1NC(=O)CNC(=O)c1ccc(OC)c(OC)c1	-2.8	-9.5	2.3	-7.6	.	-0.1	0.0	.
O=[N+]([O-])c1cccnc1Oc1ccccc1F	2.9	-12.3	1.7	1.8	.	-0.1	-4.0	-9.3
COc1ccc(Nc2ncnc3sc(C)cc23)cc1	.	1.6	.	.	0.8	.	-1.0	66.1*
CSc1ccccc1NC(=O)CN(C)C(=O)COc1ncnc2ccccc12	-2.7	-5.5	.	1.1	6.8	0.0	-0.4	4.2
Cc1ccc(-c2nc(SCC(=O)c3c(N)n(C4CC4)c(=O)[nH]c3=O)n[nH]2)cc1	-18.3	-18.1	0.8	4.5	4.0	0.6	1.8	10.8
O=C(Cn1cncn1)N/N=C/c1ccncc1	2.6	-4.6	.	-3.7	2.0	0.1	-11.5	.

In the list so far, these have a COOH group.
SMILES	EWS-Fli inh	RAD52 inh	E-selectin induc	FN deposition inh	RAD54 branch	XiGFP reactiv	S100A4 MyoIIA	esBAF inh
O=C(Nc1ccccc1C(=O)O)c1cc(S(=O)(=O)N2CCOCC2)c(Br)s1	-2.7	-9.5	.	-2.1	5.2	0.2	-3.3	.
O=C(O)c1cccc(NC2=C(n3nnc4ccccc43)C(=O)c3ccccc3C2=O)c1	-37.6	-15.5	.	5.4	.	-0.2	-7.7	7.3
